MITF act – activators of MITF-driven TRPM1 promoter reporter, primary screen, cell-based, SK-MEL-5, luciferase, single point; SK-MEL-5 TRPM1-promoter luciferase, 24 h; % of positive control, neutral wells = 0; activation, % at 12.5 µM; 300,000 compounds, 0.75% hits;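 active means mean activation of at least 80% with every replicate also reaching 80%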;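 further: 0% = neutral control wells and 100% = parthenolide positive control wells; values of inactives mirror those of a sister screen read the other way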
SR-BI DiI-HDL act – activators of SR-BI mediated DiI-HDL uptake, primary screen, ldlA[mSR-BI] CHO cells, DiI fluorescence; 3 h; 100 = double the neutral-control signal; activation, % at 12.5 µM; 320,000 compounds, 0.096% hits; AID 504775, 2011;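 active means mean replicate activation of at least 60% and every replicate at or above 60%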;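 further: 0% = median plate neutral-control signal and 100% = twice that signal; values of inactives mirror those of a sister screen read the other way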
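Test system: SR-BI-overexpressing, LDLR-lacking CHO cells. Measured by: DiI fluorescence, bottom read. Medium: Ham's F12 with 0.5% BSA, HEPES 25 mM, pH 7.4. Timing: 3 h uptake period with compound, 37 °C.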
SR-BI HDL uptake – inhibitors of SR-BI mediated HDL lipid uptake, primary screen, ldlA[mSR-BI] cells, fluorescence, single point | Scavenger receptor class B member 1 (Mus musculus), Q61009 | ldlA[mSR-BI] CHO cells, DiI-HDL uptake fluorescence, 3 h | inhibition, % at 12.5 µM | 320,000 compounds, 0.96% hits;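 active means mean replicate inhibition of at least 70% and a set share of replicates each scoring 70 or more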;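 further: 0% = median of neutral control wells and 100% = median of positive control wells; values of inactives mirror those of a sister screen read the other way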
Target sequence (Q61009 whole entry, looked up): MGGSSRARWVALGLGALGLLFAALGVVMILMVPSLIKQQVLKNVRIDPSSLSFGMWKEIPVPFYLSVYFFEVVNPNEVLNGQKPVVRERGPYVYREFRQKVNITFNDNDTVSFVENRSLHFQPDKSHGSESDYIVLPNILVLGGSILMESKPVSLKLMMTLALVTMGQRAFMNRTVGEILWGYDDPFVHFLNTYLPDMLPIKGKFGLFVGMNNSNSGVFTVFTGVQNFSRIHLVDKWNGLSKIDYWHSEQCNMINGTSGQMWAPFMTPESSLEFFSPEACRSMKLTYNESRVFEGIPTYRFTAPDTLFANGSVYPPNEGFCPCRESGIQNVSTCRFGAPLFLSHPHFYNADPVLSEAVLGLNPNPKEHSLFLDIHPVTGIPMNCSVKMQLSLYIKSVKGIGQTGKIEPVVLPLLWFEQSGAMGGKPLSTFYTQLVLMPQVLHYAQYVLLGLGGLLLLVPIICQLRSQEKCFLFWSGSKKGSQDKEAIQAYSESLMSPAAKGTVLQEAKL
AddAB inh – growth inhibition of E. coli expressing H. pylori AddAB, primary screen, AddAB inhibitor project, absorbance | inhibition, % at 11.9 µM | 330,000 compounds, 0.29% hits | AID 435030, 2010; in the data active means inhibition above about 12%;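 further: 0% = vehicle wells of infected cells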
Ecoli viability – E. coli V3065 growth inhibition, primary screen, counter-screen for AddAB inhibitor project, absorbance, OD600. 18 h. inhibition, % at 11.9 µM. 330,000 compounds, 0.27% hits;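 active means inhibition above the campaign's mean inhibition across all tested compounds plus 3 SD, cut at about 9.9% in these data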;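 further: uninfected addAB+ strain grown without phage in ampicillin broth; 0% = DMSO wells and 100% = ciprofloxacin 0.95 µg/ml wells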
CAL PDZ FP-1 – CAL PDZ peptide-binding inhibitors, primary screen, biochemical, fluorescence polarization, Cer-tagged CAL PDZ, HTS; Golgi-associated PDZ and coiled-coil motif-containing protein (Homo sapiens), Q9HD26; purified CAL PDZ, TMR-peptide fluorescence polarization, 1 h; inhibition, % at 20 µM; 330,000 compounds, 0.02% hits; AID 504414, 2011;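 active means highest replicate inhibition of at least 40%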;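 further: plate controls were DMSO neutral control wells for no effect and unlabeled competitor peptide control wells for full effect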
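Test system: purified CerCALP PDZ construct; Compound dosing: one concentration, 20 µM compound; Also added: TMR-labelled reporter peptide T*-PRC34 bound in PDZ groove; Read-out: inhibition from polarization loss; Controls: unlabelled peptide and DMSO controls; Signal: FP readout, S and P plane fluorescence; Incubation: 1 h at RT.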
CAL PDZ FP-2 – untagged CAL PDZ binding inhibitors, primary screen, biochemical, fluorescence polarization, HTS; Golgi-associated PDZ and coiled-coil motif-containing protein (Homo sapiens), Q9HD26; purified CAL PDZ, TMR-peptide fluorescence polarization, 1 h; inhibition, % at 24.9 µM; 300,000 compounds, 0.92% hits; AID 602252, 2012;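 active means mean inhibition of at least 30% with at least half of replicates also reaching 30%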;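 further: 0% = DMSO neutral control and 100% = excess unlabeled competitor peptide PRC23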
phage Ecoli inh – growth loss of phage-infected E. coli, primary screen, RecBCD inhibitor project, absorbance, with phage, HTS. inhibition, % at 11.9 µM. 360,000 compounds, 0.26% hits. AID 651602, 2012; in the data active means inhibition above about 11%
Tat export inh – E. coli Tat export inhibitors, primary screen, MC4100, TorA-mCherry reporter, fluorescence, single point; 340,000 compounds, 0.036% hits; inhibition, % at 10 µM; AID 488895, 2010;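 active means mean replicate inhibition at least 50% and at least half of replicates individually reaching 50%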;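 further: exported cargo escapes ClpAP degradation while cytoplasmic cargo is degraded and loses fluorescence; 0% = median of neutral control wells and 100% = median of NaSCN control wells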
Wnt bcat act – Wnt/beta-catenin pathway activators, primary screen, cell-based, plate reader, single point | Wnt/beta-catenin reporter cell assay, activator | activation, % at 9.35 µM | 300,000 compounds, 1.2% hits | AID 743398, 2014; in the data active means activation above about 30%, passing the limit was not always enough;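 further: 0% = neutral control wells and 100% = positive control wells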
* hit, by the source's call; . = no result given.

SMILES | MITF act | SR-BI DiI-HDL act | SR-BI HDL uptake | AddAB inh | Ecoli viability | CAL PDZ FP-1 | CAL PDZ FP-2 | phage Ecoli inh | Tat export inh | Wnt bcat act
O=C(Cc1ccccc1)Nc1cc(C(=O)c2ccccc2)ccc1N1CCOCC1 | . | -20.8 | 20.8 | 3.6 | 2.7 | -1.0 | 1.7 | 2.5 | 0.5 | -2.9
O=C(CCC(=O)Nc1ccccc1)NNC(=O)CCc1ccccc1 | -4.6 | 19.4 | -19.4 | -1.8 | -4.8 | -0.2 | 3.9 | 2.3 | -4.0 | -2.1
CCOC(=O)N1CCC(NC(=O)C2CCC(Cn3c(=O)[nH]c4ccccc4c3=O)CC2)CC1 (centres undefined) | . | 6.0 | -6.0 | 0.4 | -0.3 | . | -5.2 | 0.9 | -2.8 | .
CC(C)(OC(=O)NC(=O)C(F)(F)F)C(C)(C)OC(=O)NC(=O)C(F)(F)F | 8.7 | 26.7 | -26.7 | 3.0 | -2.2 | -3.8 | -1.4 | 2.1 | 2.5 | -0.6
O=C(NCC(c1ccco1)N1CCN(c2ccccc2F)CC1)C1CCCCC1 (centres undefined) | 0.4 | 0.4 | -0.4 | 0.9 | -0.2 | -1.3 | -5.0 | 0.7 | 6.9 | 0.2
Cc1ccc2c(c1)N(CC(=O)NCCCN1C(C)CCCC1C)C(=O)c1cccnc1O2 (centres undefined) | . | 12.8 | -12.8 | 4.3 | -1.9 | -0.7 | . | 2.6 | -6.0 | -2.1
COc1ccc(C(=O)Nc2cccc(/C(C)=N/NC(=O)c3ccc([N+](=O)[O-])c(C)c3)c2)cc1OC | 38.0 | -86.1 | 86.1* | 0.4 | -1.9 | -2.2 | 4.8 | 6.5 | 2.2 | 3.4
CCCNC(=O)NC(C)C12CC3CC(CC(C3)C1)C2 (centres undefined) | 3.9 | 1.2 | -1.2 | 2.5 | 3.5 | -1.3 | -1.8 | 2.2 | 4.7 | -0.7
COc1ccc(C2NC(=O)CS2)cc1 (centres undefined) | . | 30.1 | -30.1 | 3.5 | -1.4 | -1.4 | . | 2.2 | 28.7 | 0.8
Cc1cc(NC(=O)c2cccc(Br)c2)no1 | 22.6 | -2.2 | 2.2 | 2.1 | -3.8 | -0.5 | 6.0 | -1.7 | 3.0 | -2.6
CC(NC1CCCCC1)C(=O)NN=C(c1ccccc1)c1ccccc1 (centres undefined) | 12.7 | -8.2 | 8.2 | 0.5 | -1.9 | -2.2 | -0.3 | 0.0 | -0.1 | -0.7
Cc1ccc(S(=O)(=O)/C(C#N)=C/c2ccccc2OCc2ccccc2)cc1 | 10.2 | -8.9 | 8.9 | 2.9 | 2.5 | -0.6 | -1.4 | 1.3 | 15.6 | .
Cc1ccc(N2C(=O)CN(Cc3cccs3)C2=S)cc1C | -1.3 | 7.8 | -7.8 | 2.3 | -0.8 | -1.1 | -5.4 | 3.2 | 2.3 | -0.4
O=C(CN(Cc1ccc(F)cc1)C(=O)CNS(=O)(=O)c1ccc(Cl)cc1)NCC1CCCO1 (centres undefined) | 7.3 | -0.9 | 0.9 | 6.4 | 1.8 | -1.3 | -5.4 | 1.5 | 0.0 | -3.4
C=CCOC(=O)C1=C(C)N(C)C(=O)NC1c1cc2c(cc1Br)OCO2 (centres undefined) | 0.8 | -3.6 | 3.6 | -0.7 | -0.5 | -0.6 | -2.8 | 0.2 | 6.1 | .
CCCc1cc(=O)oc2c(C)c(OC(C)C(=O)NCCN3CCOCC3)ccc12 (centres undefined) | 0.8 | -62.6 | 62.6 | 2.5 | 1.3 | -0.3 | 5.2 | 0.8 | 7.8 | 0.9
CCN(C(=O)c1ccc(S(=O)(=O)N2CCC(C)CC2)cc1)C1CCS(=O)(=O)C1 (centres undefined) | -1.9 | 20.1 | -20.1 | 1.3 | 1.3 | -1.5 | 5.0 | 0.5 | 2.5 | -4.5
CN1CCN(c2nc(Nc3cccc(C(F)(F)F)c3)nc(N3CCOCC3)n2)CC1 | . | . | . | 1.4 | -0.2 | -1.4 | 0.1 | 1.4 | -3.1 | .
CC(C)Sc1nc2c(c(=O)n(C)c(=O)n2C)n1C | -10.2 | 31.1 | -31.1 | -0.1 | 0.6 | -4.0 | -6.0 | -0.2 | 0.9 | -0.3
CCOC(=O)c1cc(-c2ccccc2)sc1NC(=O)C(C)OC(=O)c1cccnc1Cl (centres undefined) | 4.5 | -57.8 | 57.8 | -0.5 | -0.6 | 0.2 | 0.8 | 0.7 | -3.1 | 0.5
CCOc1cc(NCc2ccccc2)c2ncn(C(C)C)c2c1 | 2.4 | -53.1 | 53.1 | -3.2 | -4.9 | 0.3 | 0.0 | 1.4 | -5.8 | -15.3
O=C(COC(=O)c1ccc([N+](=O)[O-])o1)Nc1cccc(S(=O)(=O)N2CCOCC2)c1 | -5.8 | 20.9 | -20.9 | 5.4 | -0.2 | -0.1 | -3.5 | 2.4 | 4.5 | 2.2
CCCCOc1ccc(CC2CCC(=O)NC2=O)cc1 (centres undefined) | -0.3 | 9.2 | -9.2 | -0.7 | 0.0 | 0.3 | -1.6 | 4.2 | 1.6 | -1.1
CC(C)c1ccc(C2C3=C(COC3=O)Nc3cc4c(cc32)OCO4)cc1 (centres undefined) | -40.0 | -29.7 | 29.7 | 1.0 | -1.4 | -3.0 | -0.6 | 3.0 | -3.3 | -10.3
Cc1cc(C)c(S(=O)(=O)c2c(C)cccc2C)c(Cl)n1 | 0.7 | 23.0 | -23.0 | 2.3 | -1.1 | -0.3 | . | 2.0 | -6.8 | .
Cc1nnc(C)n1/N=C/c1cc(Br)ccc1O | -6.8 | 2.4 | -2.4 | 3.8 | 2.0 | -1.1 | 0.2 | 4.0 | -7.6 | -5.0
O=C(COc1ccc(/C=N/NS(=O)(=O)c2ccccc2)cc1)Nc1ccccc1 | 22.7 | -6.0 | 6.0 | 1.6 | 0.8 | 0.3 | 16.1 | 3.3 | -1.9 | 1.8
COCCn1c(=O)sc2ccccc2c1=O | -6.9 | 6.2 | -6.2 | 4.1 | -1.7 | -2.8 | -1.6 | 1.5 | -3.3 | -1.7
Cc1onc(-c2ccccc2Cl)c1C(=O)O/N=C(\N)c1ccc([N+](=O)[O-])o1 | . | -4.2 | 4.2 | 4.3 | 3.4 | -1.6 | 6.0 | -0.5 | 17.9 | 1.6
COc1cccc(OCc2cc(C(=O)NCc3ccccn3)no2)c1 | 110.2* | -5.4 | 5.4 | 0.6 | 1.1 | -1.0 | -4.8 | 2.2 | -5.0 | 16.4
COc1ccc(-n2nc([N+](=O)[O-])c(=NCc3ccc4c(c3)OCO4)n2O)cc1 | 1.2 | 16.7 | -16.7 | 1.6 | -0.3 | -1.8 | -0.1 | 0.1 | 2.4 | 22.9
Cn1nnnc1SCc1ccc(C(=O)Nc2nccs2)cc1 | 45.1 | 37.8 | -37.8 | -0.2 | 0.8 | -2.7 | . | 5.6 | -5.6 | .
COc1cc(OC)cc(C(=O)NC(=S)NNC(=O)[C@H]2C[C@@H]2c2ccccc2)c1 | -4.5 | -19.7 | 19.7 | -0.4 | -3.5 | -0.3 | -4.5 | -0.9 | -6.2 | 2.1
Cc1ccc(OCCN2CCN(C(=O)CCC(=O)Nc3nnc(CC(C)C)s3)CC2)cc1 | -23.0 | -7.8 | 7.8 | -0.9 | 0.3 | 0.4 | -2.2 | 1.2 | 22.7 | -1.8
CCC(C(=O)Nc1ccncc1)c1ccccc1 (centres undefined) | -11.3 | -2.6 | 2.6 | 3.4 | 0.9 | -0.5 | 3.8 | 3.1 | -3.7 | -13.3
COc1ccc(-c2cc(C(=O)NCCCN3CCCC3=O)c3ccccc3n2)cc1OC | 5.7 | -46.5 | 46.5 | 0.4 | -1.8 | -1.2 | -4.9 | -0.1 | 5.3 | -0.8
CCOC(=O)C1Oc2ccccc2C(c2ccc(F)cc2)=C1C(=O)OC (centres undefined) | 11.0 | -14.2 | 14.2 | -1.4 | -0.2 | -0.6 | -3.2 | 1.6 | 4.2 | -0.7
COc1ccc(S(=O)(=O)Nc2ccccc2OC)cc1N=Nc1c(O)[nH]c(=S)[nH]c1=O | -22.9 | -6.6 | 6.6 | 0.4 | 0.1 | 1.2 | -3.0 | -0.4 | 5.2 | -2.7
COc1ccc(C2(CNC(=O)c3ccc(OC)c([N+](=O)[O-])c3)CCCCC2)cc1OC | -17.2 | 5.0 | -5.0 | 4.2 | -0.9 | -0.8 | -1.5 | 0.9 | 0.3 | -0.2
C=CCn1c(SCC(=O)c2cc(C)n(CCOC)c2C)nc2sc(C)c(C)c2c1=O | 16.9 | 3.0 | -3.0 | -0.5 | 0.8 | . | -3.1 | 2.3 | 0.8 | .
CC(=O)Nc1ccc2c(c1)nc1n2CCSC1 | 0.2 | 23.9 | -23.9 | 2.8 | 0.3 | -2.7 | . | 1.6 | -0.6 | .
COCCN(C(=O)CSc1nnc(-c2ccc(C)c(C)c2)o1)c1c(N)n(CC(C)C)c(=O)[nH]c1=O | 26.3 | 6.3 | -6.3 | 2.2 | 0.2 | -1.8 | -0.8 | 1.7 | 0.8 | 0.3
NS(=O)(=O)c1cccc(NC(=O)CSc2nnc(-c3ccncc3)n2C2CC2)c1 | 4.8 | 16.6 | -16.6 | 1.3 | -1.1 | -1.7 | -2.4 | -0.9 | -2.0 | -1.7
On1cnnc1-c1ccccc1 | 13.7 | 19.7 | -19.7 | 3.7 | 1.2 | -3.0 | 0.0 | 4.9 | 3.9 | -1.5
O=C(NCc1ccco1)c1ccccc1Nc1ccc(F)cc1 | . | -48.8 | 48.8 | 0.8 | 0.1 | -2.5 | -5.0 | 2.0 | -4.0 | .
O=C(/C=C/c1ccc(Br)cc1)Nc1ccc(S(=O)(=O)Nc2ncccn2)cc1 | 9.4 | -31.0 | 31.0 | 0.4 | -4.1 | -4.3 | 0.8 | 3.6 | 3.1 | -1.7
Cc1nc(-c2ccccc2)sc1-c1ccnn1C | 67.6 | -16.6 | 16.6 | 2.1 | -0.7 | -3.2 | . | 4.3 | -2.6 | 5.6
CCN(CC)C(=O)CSc1ncccc1-c1nc2ccccc2[nH]1 | -5.1 | -48.6 | 48.6 | -1.7 | -0.2 | -1.9 | . | 0.5 | 12.3 | -1.4
Cc1cccc(NC(=O)C2CCN(C(=O)c3ccc(F)cc3)CC2)n1 | 6.1 | 3.7 | -3.7 | 1.9 | -0.4 | -0.1 | 0.1 | 4.5 | -7.8 | -1.7
O=S1(=O)CC2SC(=S)N(c3ccccc3)C2C1 (centres undefined) | . | . | . | -0.8 | -1.8 | . | . | 1.3 | . | -1.8
CCCSC1=C(C#N)C2(CCCCC2)C(C#N)=C(N)N1 | -6.0 | -0.8 | 0.8 | -0.7 | 4.0 | -3.3 | -4.7 | 4.2 | 9.3 | -1.6

Source: PubChem BioAssay (several laboratories)
